CHT inh: inhibitors of human choline transporter CHT. CHT-expressing cells, membrane potential dye, choline response; hits give low values. B-score at 10 µM. High affinity choline transporter 1 (Homo sapiens), Q9GZV3. hit rate 0.86% among 310,000;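 active means B-score over 3 SD under the library average, and starting fluorescence ratio not unusually high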;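 further: choline stimulus applied at its EC90 after an EC20 pre-addition; B-score computed on integrated fluorescence ratio after choline addition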
Target sequence (Q9GZV3 whole entry, looked up): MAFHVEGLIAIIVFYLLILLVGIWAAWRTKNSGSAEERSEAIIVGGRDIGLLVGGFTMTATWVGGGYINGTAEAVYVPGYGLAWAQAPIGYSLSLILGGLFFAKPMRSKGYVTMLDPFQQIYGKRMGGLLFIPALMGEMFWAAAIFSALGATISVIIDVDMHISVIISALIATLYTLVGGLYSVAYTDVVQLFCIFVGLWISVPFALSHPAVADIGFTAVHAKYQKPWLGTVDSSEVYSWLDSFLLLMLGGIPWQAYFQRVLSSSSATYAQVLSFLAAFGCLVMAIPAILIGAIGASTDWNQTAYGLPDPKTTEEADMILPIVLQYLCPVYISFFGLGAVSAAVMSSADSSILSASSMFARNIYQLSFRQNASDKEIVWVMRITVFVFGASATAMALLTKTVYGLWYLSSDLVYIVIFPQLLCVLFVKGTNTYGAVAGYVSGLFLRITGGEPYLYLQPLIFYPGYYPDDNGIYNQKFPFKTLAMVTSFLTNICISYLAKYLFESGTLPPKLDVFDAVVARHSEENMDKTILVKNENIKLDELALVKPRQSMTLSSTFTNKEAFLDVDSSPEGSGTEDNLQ
Kir21 inh: inhibitors of mouse Kir2.1 inward-rectifier potassium channel | Inward rectifier potassium channel 2 (Mus musculus), P35561 | HEK293-Kir2.1, FluxOR thallium flux fluorescence; hits give low values | B-score at 10 µM | hit rate 0.85% among 310,000;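 active means fluorescence ratio B-score at or below minus 3 SD of library scores, with starting-brightness B-score within 2 SD, cut at about -4.2 in these data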;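 further: channel flux triggered by added potassium and thallium sulfate stimulus; B-score of peak minus minimum fluorescence over baseline after thallium stimulus; more negative B-score means stronger Kir2.1 block with less thallium influx; some compounds called inactive have numbers as strong as hits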
Target sequence (P35561 whole entry, looked up): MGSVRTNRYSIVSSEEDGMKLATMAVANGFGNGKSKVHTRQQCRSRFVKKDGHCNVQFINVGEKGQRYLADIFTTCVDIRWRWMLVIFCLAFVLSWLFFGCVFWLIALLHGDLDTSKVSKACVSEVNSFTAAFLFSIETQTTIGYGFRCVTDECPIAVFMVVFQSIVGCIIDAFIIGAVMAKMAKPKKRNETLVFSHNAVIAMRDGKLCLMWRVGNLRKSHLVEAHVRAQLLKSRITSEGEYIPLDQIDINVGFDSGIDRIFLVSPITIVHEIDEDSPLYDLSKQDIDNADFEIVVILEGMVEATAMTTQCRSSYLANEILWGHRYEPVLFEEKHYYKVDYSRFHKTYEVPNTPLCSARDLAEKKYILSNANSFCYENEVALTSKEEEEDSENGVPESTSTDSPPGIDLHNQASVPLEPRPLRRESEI
* = called active by the depositor; i = inactive; . = no result given.

canonical_smiles | CHT inh | Kir21 inh
CCOC(=O)C1CCN(C(=O)CNC(=O)Cn2c(C)cc3ccccc3c2=O)CC1 | i | 1.14
NC(=O)C1=C[C@@H](c2ccccc2)C[C@@H](OCc2ccc(CO)cc2)O1 | i | -0.8
CN(C)C(=O)CSCc1c(Cl)cccc1Cl | i | 1.45
CCCCC(CC)Cn1c(N)c(C#N)c2nc3ccccc3nc21 (stereo not given) | i | 0.07
CC(N1CCOC1=O)S(=O)(=O)c1ccccc1 (stereo not given) | i | 0.01
O=S1(=O)CCS(=O)(=O)C1c1ccccc1 | i | -0.03
Cc1csc(SCC(=O)NCc2cccs2)n1 | i | -1.78
CN(Cc1c(C(=O)N/N=C/c2ccccc2)nnn1-c1nonc1N)c1ccccc1 | i | -0.88
Cc1nc2scc(C)n2c(=O)c1S(=O)(=O)Nc1ccc(F)cc1 | i | -0.46
CCCCc1c(C)nc2ccc(Br)cc2c1SCCC#N | . | 0.15
Cc1ccccc1Cn1c(=O)n(C)c(=O)c2sccc21 | i | 0.22
O=[N+]([O-])c1cccc(S(=O)(=O)NCCc2cccs2)c1 | i | -0.75
CCOC(=O)C1CCCN(C2CC(=O)N(c3ccc(C(C)C)cc3)C2=O)C1 (stereo not given) | i | -0.1
COc1ccc(CCNC(=O)Cc2cccc(C(F)(F)F)c2)cc1OC | i | 0.53
CCOCCCNCc1cc(Br)ccc1OCc1ccccc1 | i | -3.49

(cont.)
canonical_smiles | CHT inh | Kir21 inh
CCOc1ncccc1C(=O)N=c1sccn1C | i | 1.33
CC(=O)OCC(=O)Nc1c(C)cc(C)cc1C | i | -2.48
Cc1cccn2cc(CSc3ccccc3N)nc12 | i | 1.64
CN=C(Nc1ccc(Cl)cc1)c1ccc(C(F)(F)F)cc1 | i | -1.3
O=C1CCCC(=O)C1C(=O)C1CCN(S(=O)(=O)c2ccccc2)CC1 | i | 0.1
COc1cccc(-c2csc(NNC(=O)c3cccs3)n2)c1 | i | -1.1
C/C(CC(=O)Nc1ccc2ccccc2c1)=N\NC(=O)c1ccc(O)c(O)c1 | i | 1.86
Cn1cc([C@@H]2C[C@H]3CN(Cc4cccc(Cl)c4)C(=O)[C@]34CCCN24)c2ccccc21 | i | -0.2
Cc1ccc(S(=O)(=O)N2CCN(C(=O)c3ccccc3)C2C(C)C)cc1 (stereo not given) | i | -0.5
CC1=C(C(=O)Nc2ccccc2)C2(CCCCC2)C(C#N)=C(S)N1 | i | -1.31
CCOC(=O)c1c(NC(=S)Nc2ccc(F)cc2)sc2c1CCC2 | i | 0.53
C/C(=N\Nc1cc(N2CCOCC2)nc(C)n1)c1ccc(F)cc1 | i | 1.04
Cc1ccc(C)c(N2CCN(C(=O)c3cc(S(=O)(=O)N4CCCC4)cn3C)CC2)c1 | i | -1.66
CC(C)CNC(=O)[C@@H]1CSC2c3ccccc3C(=O)N21 (stereo not given in full) | i | -0.32
Cc1ccc(SCCSc2nc(C)cc(=O)[nH]2)cc1 | i | 0.85

Further compounds.
canonical_smiles | CHT inh | Kir21 inh
Cc1c(Cl)cccc1NC(=S)N1CCN(c2ncccn2)CC1 | i | -1.74
O=C1OCC(Cn2c3ccccc3c3ccccc32)O1 (stereo not given) | i | 0.28
N#Cc1cc([N+](=O)[O-])ccc1NCCCn1ccnc1 | i | 0.29
COc1ccc(-c2cc(C3CC3)nc(SCC(=O)c3cccs3)c2C#N)cc1 | i | 0.84
COc1ccc(-c2csc(N(CCCN(C)C)C(=O)c3ccc(C(C)(C)C)cc3)n2)cc1 | i | -0.01
Cc1nn(C)c(C)c1CNC(=O)c1cnn2c1NC(c1ccccc1)CC2C(F)(F)F (stereo not given) | i | 2.21
Nc1nc(-c2ccco2)nn1C(=O)c1ccccc1 | i | 2.05
CCOC(=O)C1C(=O)NC(SC)=C(C#N)C1c1ccccc1F (stereo not given) | i | 0.04
Clc1ccc(N2CCCCCC2)nn1 | i | -0.03
Cc1ccc(NC(N)=S)cc1C | i | -0.01
CCCCCCOc1ccc(C(CC(N)=O)C(=O)O)cc1 (stereo not given) | i | -0.05
Cc1nc(NC(=S)NC(=O)COc2ccccc2Cl)ccc1Br | i | 0.83
COc1ccc(NC(=O)/C(C#N)=C/C=C/c2ccco2)cc1 | i | 0.31
COc1ccc(CNC(=O)[C@H](C)NC(=O)C2CCN(S(=O)(=O)c3ccc(F)cc3)CC2)cc1 | i | -0.19
CCCCNC(=O)CCC(=O)Nc1ncc(-c2ccc(C)cc2)n1C | i | 0.3

Later entries:
canonical_smiles | CHT inh | Kir21 inh
CCCn1c(C)cc(/C=C(\C#N)C(=O)OCC(=O)NC(=O)NCC)c1C | i | 1.22
C/C(=N\N1CCN(C2c3ccccc3-c3ccccc32)CC1)c1ccco1 | i | 0.69
O=C(Cc1ccc(-n2cccc2)cc1)NCc1cccs1 | i | 1.25
CS(=O)(=O)N1CCN(c2ccc([N+](=O)[O-])c(NCCN3CCOCC3)c2)CC1 | i | -1.25
CC(C)(C)C(=O)COC(=O)c1ccc(O)cc1 | i | 0.49
CCOC(=O)CSc1ncc(-c2ccc([N+](=O)[O-])cc2)[nH]1 | i | -0.87
CC(C)Oc1ccc(CCNC(=O)CC2C(=O)NCCN2C)cc1 (stereo not given) | i | -0.03
CCC(=O)c1ccc(OCC(=O)OCC(=O)Nc2c(C)n(C)n(-c3ccccc3)c2=O)cc1 | i | -0.33
CCOc1cc(/C=N/Nc2nc(=O)[nH]nc2C)ccc1O | i | 0.23
CN(C)C(/C=C/Nc1ccc([N+](=O)[O-])cc1)=C(C#N)C#N | i | -1
CCOC(=O)C1CCCCN1Cc1cc(Cl)ccc1O (stereo not given) | i | -1.07
Cc1ccc(-c2nc(-c3ccccn3)no2)cc1 | i | 1.58
COc1ccc(C(=O)Nc2cccc(-c3ccc(N4CCOCC4)nn3)c2)cc1OC | i | 0.9
COCCN1CCn2c(nc3cc(Nc4nnc(C)c5ccccc45)ccc32)C1 | i | -0.2
Cc1nc(Nc2ccccc2O)c2oc3ccccc3c2n1 | i | -1.19

Following part:
canonical_smiles | CHT inh | Kir21 inh
COc1ccc(-n2c(SCC(=O)Nc3cccc(S(N)(=O)=O)c3)nc3ccccc3c2=O)cc1OC | i | 1.15
CC1(C(=O)OCc2cc(=O)n3cc(Br)ccc3n2)CC1(Cl)Cl (stereo not given) | i | -0.06
COc1ccc(CN2CCNC(=O)C2CC(=O)N(C)CCC2CCOCC2)cc1OC (stereo not given) | i | 0
C=CCNC(=O)c1cccc(C(F)(F)F)c1 | i | -0.25
COc1ccccc1Nc1ncccc1C(=O)NCc1ccccc1 | i | 0.41
O=C(O)C1=C[C@@H](c2coc3ccccc3c2=O)C[C@@H](OCCCCO)O1 | i | 0.58
CCc1nc2ccccc2c(C(=O)Nc2cccc(C)c2)c1C | i | -0.18
Cc1cc2c(cc1C)[n+](C)cn2CC(O)COCc1ccccc1 (stereo not given) | i | 0.28
C[C@H](NC(=O)c1ccccc1Cl)C(=O)OCCOc1cccc(Cl)c1 | i | 0.21
CCCOc1ccc(C(=O)NCc2ccco2)cc1 | i | 1.31
COc1ccc(CCNC(=O)C/C(C)=N/NC(=O)C(c2ccccc2)c2ccccc2)cc1OC | i | -0.03
COc1c(Cl)cccc1-c1cn2ccc(C)cc2n1 | i | -0.3
CNC(=S)N1N=C(c2ccc(Br)cc2)CC1c1ccc(Br)cc1 (stereo not given) | i | -0.84
O=C(NNc1c(Cl)cccc1Cl)C1CCC1 | i | -1.18
CC(C)Cn1c(=O)c2ccccc2n2c(CCC(=O)NC3CCN(Cc4ccccc4)CC3)nnc12 | i | 2.8

The listing continues.
canonical_smiles | CHT inh | Kir21 inh
CCCC(=O)NC(=S)Nc1cccc(NC(=O)c2ccccc2)c1 | i | 0.24
CS(=O)(=O)Nc1ccc(C2=NN(C(=O)C3CCCCC3)C(c3cccs3)C2)cc1 (stereo not given) | i | -0.68
CN(C)S(=O)(=O)c1cccc(NC(=S)NCc2ccc3c(c2)OCO3)c1 | i | -1.75
CC(Cc1c[nH]c2ccccc12)C(=O)N1CCN(c2ccccc2F)CC1 (stereo not given) | i | -2.62
COC(=O)c1[nH]c2ccc(F)cc2c1NS(=O)(=O)c1ccc(F)c(C)c1 | i | -1.1
CC(CCc1ccccc1)NC(=O)c1ccc(Br)cc1 (stereo not given) | i | 1.66
COc1ccccc1CC(=O)NCCN1CCCCC1 | i | 0.56
COc1cccc2cc(C(C)N(CCCN3CCOCC3)C(=O)Nc3ccc(Cl)cc3)oc12 (stereo not given) | i | -1.76
CCOc1ccc(S(=O)(=O)Nc2ccc(C(=O)NCC(c3ccco3)N(C)C)cc2)cc1 (stereo not given) | i | -0.06
O=C(C1CCC(=O)N1C1CCCCC1)N1CCN(c2ccc(F)cc2)CC1 (stereo not given) | i | -1.1
Cc1cc(=O)[nH]c2c1cnn2C(C)c1ccccc1 (stereo not given) | i | -0.97
CSCCC(NC(=O)c1cncc(Br)c1)C(=O)O (stereo not given) | i | -0.01
CCN(CC(=O)Nc1ccc(NC(C)=O)cc1)C(=O)C(c1ccccc1)c1ccccc1 | i | -0.9
COc1ccc(Cl)cc1NC(=O)CSc1nnc(COc2ccccc2)n1C | i | -0.53
Cc1cccc2sc(NC(=O)CNS(=O)(=O)c3ccc(Br)s3)nc12 | i | .

More results
canonical_smiles | CHT inh | Kir21 inh
CC(C)CNC(=O)c1nc(-c2ccccc2)n(-c2ccccc2)n1 | i | 0.09
CCOC(=O)CC(=O)CSc1nc(CC)c(C)cc1C#N | i | -0.05
Cn1c(SCC(=O)c2ccc3c(c2)OCO3)nnc1-c1ccccn1 | i | 0.45
CN(Cc1cccc2ccccc12)C(=O)c1cc(COc2c(F)cccc2F)on1 | i | -1.8
CC(=O)c1ccc(OCc2cc(C(=O)NC(C)CCn3cccn3)no2)cc1 (stereo not given) | i | -1.45
COC(=O)c1ccc(NC(=O)CN2C(=O)CSC2=O)cc1 | i | 0.3
Cc1cccc(NC(=O)Cn2c(=O)n(Cc3ccco3)c(=N)c3c4c(sc32)COC(C)(C)C4)c1 | i | 0.22
O=C1c2cccc3cccc(c23)C(=O)N1CCCN1CCN(c2ccc(F)cc2)CC1 | i | -0.57
COc1ccc(Nc2oc(-c3cccs3)nc2C#N)cc1 | i | -3.57
O=C(CSc1nc(-c2ccc(F)cc2)cc(C(F)(F)F)n1)NCCN1CCOCC1 | i | 0.17
CCOc1ccc(N(CC(=O)N/N=C/c2cccnc2)S(C)(=O)=O)cc1 | i | 1.79
Cc1ccc(C(=O)NC2CCN(S(=O)(=O)c3ccc(F)cc3)CC2)cc1 | i | 1.67
COc1ccccc1NS(=O)(=O)c1cc(NC(=O)CCNC(C)=O)ccc1N1CCCCC1 | i | 1.34
O=C(c1ccc(=O)[nH]c1)N1CCN(S(=O)(=O)c2ccccc2)CC1 | i | 0.87
Cc1cc(C)c(S(=O)(=O)NCc2ccc3c(c2)OCO3)cc1C | i | -4.26*

Some of the entries so far, with two lines to a compound.
Every second line gives: CHT inh | Kir21 inh
CCOC(=O)CSc1ncc(-c2ccc([N+](=O)[O-])cc2)[nH]1
 : i | -0.87
CC(C)Oc1ccc(CCNC(=O)CC2C(=O)NCCN2C)cc1 (stereo not given)
 : i | -0.03
CCC(=O)c1ccc(OCC(=O)OCC(=O)Nc2c(C)n(C)n(-c3ccccc3)c2=O)cc1
 : i | -0.33
CCOc1cc(/C=N/Nc2nc(=O)[nH]nc2C)ccc1O
 : i | 0.23

Later entries.
canonical_smiles | CHT inh | Kir21 inh
Cc1cccc2cc(C#N)c(SCC(=O)NCc3cccs3)nc12 | i | -1.03
COc1cccc(N2C(=O)C3C(C2=O)C2C=CC3C23CC3)c1 (stereo not given) | i | -1.45
O=C1NC(=O)C2C1C(c1cccs1)NN2Cc1ccccc1 (stereo not given) | i | -2.05
CC1(C)CN(c2cccc(Br)c2)C1=O | i | -0.15
O=C1c2ccccc2C(=O)N1CSc1nnnn1-c1ccccc1 | i | 0.49
COC(=O)c1sc(=S)n(-c2ccccc2)c1N | i | 0.01
COc1ccc(S(=O)(=O)N(n2c(C)nnc2-n2nc(C)cc2C)S(=O)(=O)c2ccc(OC)cc2)cc1 | i | -1.17
Cc1ccc(NC(=O)c2c(C(F)(F)F)nn(C)c2SCc2ccc(Cl)cc2)cc1C | i | 0.03
O=C(c1ccc(S(=O)(=O)N2CCOCC2)cc1)N(Cc1ccco1)Cc1cccs1 | i | 0.78
O=c1[nH]c2ccccc2n1Cc1ccc(Cl)cc1 | i | -0.53
COc1ccc(Cl)cc1N(CC(=O)Nc1ccc2c(c1)OCCO2)S(C)(=O)=O | i | -0.28
c1ccc(CCC2CCCCN2Cc2cn[nH]c2-c2cc3ccccc3o2)nc1 (stereo not given) | i | -2.56
CCOc1ccc(-c2cc(C(=O)N3CCC(C)CC3)c3ccccc3n2)cc1 | i | 1.19
CN1C(=O)/C(=N/OC(=O)c2ccccc2Br)c2ccccc21 | i | -0.03
CC(=O)Nc1ccc(S(=O)(=O)N2CCN(C(=O)CCC3CCCC3)CC2)cc1 | i | 1.52
Cc1ccc(-c2csc(C3=C(O)CN(NC(=O)c4ccc([N+](=O)[O-])cc4)C3=N)n2)cc1 | i | -0.02
N#C/C(C(=O)N1CCOCC1)=C1/SC(Cc2ccccc2Cl)C(=O)N1c1ccccc1 (stereo not given) | i | -2.19
O=c1[nH]c(C2CCN(S(=O)(=O)c3ccccc3F)CC2)nc2c1nnn2Cc1ccc(OC(F)(F)F)cc1 | i | -0.06
